Screening results (PubChem)
APP 5UTR inh: APP translation inhibition; SH-SY5Y APP 5'UTR-luciferase reporter, luminescence; inhibition, % at 2 µM; 0.82% of 190,000 active; AID 1285;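 active means inhibition above a set limit, derived from the sample mean plus 3 SD, cut at about 45% in these data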; further: values of inactives mirror those of a sister screen read the other way
STAT1 activator: activators of IFN-gamma induced STAT1 signaling; NIH 3T3 STAT1-luciferase reporter, luminescence; 100% = IFN-gamma alone, no compound; activation (% of control), % at 5.5 µM; 2.6% of 200,000 active;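 active means activation above the screen-wide mean activation plus 3 SD, cut at about 130% in these data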;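 further: raw ratio to IFN-gamma control signal so 100% means no change and 0% no light; values of inactives mirror those of a sister screen read the other way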
ROMK mod: modulates human ROMK potassium channel activity | B-score at 10 µM | P48048 | Tet-inducible ROMK, thallium flux fluorescence; actives lie on both sides | 2% of 130,000 active;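 active means signal ratio slope over the read window, or its plate-corrected B-score, at least 3 SD from the plate mean, either direction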;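 further: B-score of the F/F0 ratio slope over 7 to 12 s after thallium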
Target sequence (P48048 whole entry, looked up): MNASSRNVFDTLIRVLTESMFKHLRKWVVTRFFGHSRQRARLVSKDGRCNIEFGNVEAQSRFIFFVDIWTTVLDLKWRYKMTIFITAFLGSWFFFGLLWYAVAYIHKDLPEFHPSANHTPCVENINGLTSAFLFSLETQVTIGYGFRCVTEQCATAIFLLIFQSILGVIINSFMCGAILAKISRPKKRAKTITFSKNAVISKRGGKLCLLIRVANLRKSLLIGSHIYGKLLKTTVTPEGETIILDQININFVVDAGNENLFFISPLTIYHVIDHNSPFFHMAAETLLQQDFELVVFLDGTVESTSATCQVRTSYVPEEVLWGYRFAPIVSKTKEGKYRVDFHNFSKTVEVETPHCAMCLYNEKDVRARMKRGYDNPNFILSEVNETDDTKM
STAT3 activator: increases IL-6 driven STAT3 reporter signal. activation (% of control), % at 5.6 µM. AID 871. U3A cells, IL-6 STAT3-luciferase reporter, luminescence; 100% = signal with IL-6 EC80 alone. 0.91% of 190,000 active;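 active means activation above the screen-wide mean of compound activation plus 3 SD, cut at about 130% in these data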;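 further: 0% = background luminescence of wells with medium and substrate only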
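Material: human U3A cells carrying STAT3-luciferase construct. Measured by: reporter luminescence signal. Timing: compound 1 h, then IL-6 6 h at 37 °C.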
STAT1 blocker: reduces IFN-gamma driven STAT1 reporter signal | NIH 3T3 STAT1-luciferase reporter, luminescence | inhibition, % at 5.5 µM | 0.35% of 200,000 active;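 active means inhibition above a set limit, the mean inhibition across all tested compounds plus 3 SD, cut at about 34% in these data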;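 further: 0% = IFN-gamma with DMSO and 100% = IFN-gamma with 300 µM nifuroxazide; values of inactives mirror those of a sister screen read the other way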
APP 5'UTR act: activates APP 5'UTR luciferase reporter; SH-SY5Y APP 5'UTR luciferase reporter, luminescence; zero percent = DMSO vehicle wells; activation, % at 2 µM; 1% of 190,000 active; AID 1276;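 active means activation above a set limit, based on mean plus 3 SD of controls, cut at about 140% in these data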; further: values of inactives mirror those of a sister screen read the other way
NF-kB expr up: raises NF-kB expression in human neuronal cells; NF-kB reporter expression; active compounds read high; fold change at 12.5 µM; 1.6% of 190,000 active; in the data active means fold change above about 3.3
FLuc stim CS: affects firefly luciferase, flagging false hits in luciferase stimulation screens. P08659. ATPlite luciferase biochemical, luminescence, 10 min; 0 = ATP-free wells, 1 = DMSO control. AID 1027. 200,000 tested, under 10 active. activation factor at 10 µM;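 active means luciferase activation factor, scaled between plate controls, of at least 2 with compound at 10 µM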
Target sequence (P08659 whole entry, looked up): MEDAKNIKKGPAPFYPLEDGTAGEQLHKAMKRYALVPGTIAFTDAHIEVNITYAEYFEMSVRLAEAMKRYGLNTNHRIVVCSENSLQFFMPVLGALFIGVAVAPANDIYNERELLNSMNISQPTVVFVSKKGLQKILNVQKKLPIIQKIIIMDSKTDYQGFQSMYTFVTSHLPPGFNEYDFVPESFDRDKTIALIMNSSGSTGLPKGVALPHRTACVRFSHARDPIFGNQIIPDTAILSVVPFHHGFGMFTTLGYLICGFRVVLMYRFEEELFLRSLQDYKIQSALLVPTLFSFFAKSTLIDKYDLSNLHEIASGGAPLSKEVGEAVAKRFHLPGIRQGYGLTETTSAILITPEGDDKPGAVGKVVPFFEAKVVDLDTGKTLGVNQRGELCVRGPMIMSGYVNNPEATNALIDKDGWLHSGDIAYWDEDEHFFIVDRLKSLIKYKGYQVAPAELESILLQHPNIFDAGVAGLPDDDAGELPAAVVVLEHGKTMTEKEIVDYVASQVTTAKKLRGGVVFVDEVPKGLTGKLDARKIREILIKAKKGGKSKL
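Assay system: Luciferase/luciferin detection reagent, cell-free biochemical luciferase assay / Read-out: luciferase activation / Benchmarks: No-ATP low control, compound-free enzyme-plus-ATP high control / Medium: PBS buffer for ATP / Detection: luminescence measurement of luciferase light output / Schedule: 10 min at ambient temperature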
FLuc inhib CS: Photinus pyralis luciferase inhibition counter-screen | AID 1006 | ATPLite firefly luciferase biochemical luminescence, 10 min | inhibition, % at 10 µM | P08659 | 1.5% of 200,000 active;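 active means inhibition above about 50% when tested at 10 µM, limit read from the data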
STAT3 inh: inhibitors of IL-6 induced STAT3 signaling; U3A cells, IL-6 STAT3-luciferase reporter, luminescence; host cell line lacks STAT1; inhibition, % at 5.5 µM; 0.89% of 190,000 active; AID 862;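 active means inhibition above the mean inhibition across all screened compounds plus 3 SD, cut at about 44% in these data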;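 further: 0% = DMSO only wells and 100% = 100 µM nifuroxazide control wells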
* marks the source's active call; other numbers are inactive results; . = no result given. Compounds were not picked by outcome. About 7.1% of those tested had a hit in this group.

SMILES	APP 5UTR inh	STAT1 activator	ROMK mod	STAT3 activator	STAT1 blocker	APP 5'UTR act	NF-kB expr up	FLuc stim CS	FLuc inhib CS	STAT3 inh
CCNC(=O)c1c(O)c2ccccc2[nH]c1=O	0.3	106.1	2.56*	90.1	-8.4	-0.3	1.7	1	3.2	16.0
Cc1cccc(C)c1NC(=O)CSc1nnc(-c2cccnc2)o1	-2.9	90.7	-0.159	90.3	9.0	2.9	1.34	1	-3.0	13.3
Cc1cc(C)c2cc(CN(CCO)Cc3nnnn3Cc3ccccc3)c(=O)[nH]c2c1	-3.7	100.1	.	106.4	-0.1	3.7	0.99	1.1	-5.4	-6.7
CC(=O)c1ccc(NC(=O)Nc2ccc([N+](=O)[O-])cc2C)cc1	0.1	94.5	.	106.0	6.0	-0.1	1.07	1.1	-6.7	-3.7
CN(C)/C=C1/Sc2ccccc2C1=O	-12.9	103.7	.	106.8	-4.0	12.9	1.09	1.1	-6.2	-4.8
O=C(c1ccccc1-c1nc(-c2ccc(F)cc2)no1)N1CCCC1	15.3	93.0	-0.606	105.1	7.7	-15.3	0.74	1	-4.1	-2.9
Fc1ccc(Cn2nnnc2C(c2cccs2)N2CCCCCC2)cc1 (stereo unspecified)	-16.6	105.5	.	102.0	-6.0	16.6	1.16	1.1	-7.1	7.6
CC(NC(=O)c1ccccc1F)C(=O)O (stereo unspecified)	-13.6	104.2	.	101.8	-4.7	13.6	1.01	1.1	-7.2	1.3
COc1ccc2c(=O)cc(C(F)(F)C(F)(F)F)oc2c1	-19.1	100.6	.	102.3	-0.6	19.1	1.38	1	3.4	7.3
CC1=CCC2COC(c3ccc[n+](Cc4ccccc4)c3)C1C2 (stereo unspecified)	-15.6	89.1	.	98.7	12.3	15.6	1.06	1	-2.8	0.6
Cc1cc(=O)oc(C)c1C(=O)OCC(=O)c1ccc2ccccc2c1	.	114.0	-0.0203	85.1	-11.5	.	1.01	0.8	23.3	17.9
CCOc1ccc(N(Cc2ccccc2F)C2=NC3CS(=O)(=O)CC3S2)cc1 (stereo unspecified)	-1.6	102.3	-0.677	96.5	-2.6	1.6	1.13	1	-3.0	8.8
C=CCn1c(SCC(=O)N2CCN(C(=O)c3ccco3)CC2)nc2sc(CC)cc2c1=O	3.8	90.7	.	99.6	10.2	-3.8	0.41	1.1	-5.1	6.6
CCOC(=O)N1CCC2(CC1)CC(=O)c1cc(O)ccc1O2	16.7	101.5	.	99.6	-1.7	-16.7	1.02	1.1	-6.6	10.3
C/C(=N/O)c1ccc2c(c1)OCCOCCOc1cc(/C(C)=N/O)ccc1OCCOCCO2	-0.1	97.9	-1.47	105.2	2.3	0.1	0.91	1.1	-6.7	-2.1
COCCN(C(=S)Nc1cccc(OC)c1)C(C)c1cccs1 (stereo unspecified)	-8.4	103.4	-0.0133	98.6	-3.7	8.4	1.12	1	0.6	5.1
O=C1OC(c2ccc(F)cc2)=N/C1=C\c1ccc(Br)o1	5.7	95.7	1.25	97.5	4.8	-5.7	1.18	0.8	17.4	11.1
COc1ccc(CNC2CCCCC2C)c(OC)c1 (stereo unspecified)	-35.3	100.6	-1.23	98.9	-1.8	67.8	1.25	1	-4.4	7.6
c1ccc2oc(-c3csc(N4CCOCC4)n3)cc2c1	-137.8	79.5	-0.595	53.3	20.4	137.7*	5.79*	0.1	85.8*	57.7*
COc1cc(C=O)ccc1Oc1nnnn1-c1ccc(C(N)=O)cc1	-7.4	98.1	-0.385	103.6	2.1	7.4	0.96	1	-3.3	1.8
COCCCNC(=O)c1cc2cc(Br)ccc2oc1=O	-12.0	102.5	-0.286	82.8	-3.1	12.0	1.1	1	-1.4	24.5
Cn1c(=N)c(S(=O)(=O)c2ccc(Cl)cc2)cc2c(=O)n3ccccc3nc21	-0.4	104.2	.	104.9	-4.6	0.4	.	.	.	-1.6
COc1c(F)c(F)c(C(=O)O)c(Nc2cccc(C)c2)c1F	-17.6	100.4	-0.366	95.7	1.2	17.6	1.04	1	2.3	9.9
Cc1nonc1CN(C)C(=O)c1ccc(OC2CCN(C(=O)c3cccnc3)CC2)cc1	-5.2	101.5	0.394	98.3	-2.6	5.2	1.09	1.1	-8.9	13.0
CCN1CCN(C(c2cccs2)C(C)NC(=O)c2ccccc2F)CC1 (stereo unspecified)	1.9	96.8	.	98.4	3.5	-1.9	1.09	1.1	-5.8	5.4
COc1ccc(C)cc1NC(=O)c1nnn(Cc2cc(C)ccc2C)c1N	12.9	95.2	.	93.0	5.3	-12.8	1.05	1	-4.2	13.4
N/C(=N\O)c1ccc(NC(=O)c2ccc(Br)o2)cc1	-17.1	109.2	.	102.7	-9.9	17.1	1.73	0.8	23.4	-1.3
Cc1ccc(-n2c(C3CC3c3ccc(Cl)cc3)n[nH]c2=S)cc1 (stereo unspecified)	-2.3	101.0	-0.0119	103.7	-1.1	2.3	1.08	1.1	-8.3	1.7
CC(C)NC(=O)CCCc1ccccc1	-1.1	108.0	.	111.0	-8.7	1.1	1.37	1	-2.3	-9.8
CCCC(=O)Nc1nc(C(=O)OCC)cs1	0.0	103.0	0.607	94.7	-3.3	0.0	1.33	1	-2.1	12.6
CCOC(=O)Cc1csc(/N=C/c2c(O)n(-c3ccc(C)cc3C)c(=O)c3ccccc23)n1	-9.6	101.8	-0.23	107.6	-2.1	9.6	0.42	1.1	-7.0	-6.2
Cc1ccc(CNC(=O)C(=O)NCC2OCCN2S(=O)(=O)c2cccs2)cc1 (stereo unspecified)	0.2	95.5	-1.27	110.2	5.0	-0.2	1.22	1.1	-12.6	-12.0
Cc1ccc2c(Cl)cc(Cl)c(OCC(=O)Nc3cccc(S(=O)(=O)N(C)C)c3)c2n1	0.9	99.7	.	100.6	0.4	-0.9	0.91	1.1	-7.3	2.1
CCOC(=O)CCNC(C(=O)OCC)c1ccccc1 (stereo unspecified)	-6.3	100.2	-0.921	104.5	-0.2	6.3	1.22	1	-2.9	-5.1
CCOc1ccccc1NC(=S)Nc1ncccc1C	-0.2	97.6	.	95.7	2.6	0.2	1.36	1.1	-7.0	4.4
Cn1ncc(Br)c1C(=O)N/N=C/c1cccc(OC2CSC2)c1	-11.4	90.9	-0.525	93.1	10.3	11.4	1.07	1	1.2	11.7
CCOC(=O)c1cnc2c(cnn2C)c1NCCCn1ccnc1	2.1	102.6	-2.94*	101.4	-5.8	-2.1	1.14	1.1	-7.6	3.1
CCOC(=O)c1ccc(NC(=O)CN2C(=O)C(CC)SC(CC)C2=O)cc1 (stereo unspecified)	-2.6	97.6	.	106.1	2.7	2.6	1.25	1	-2.3	-3.9
CCN1C(=O)C(O)(CC(=O)c2ccc(-n3cccc3)cc2)c2ccccc21 (stereo unspecified)	11.6	104.4	.	93.9	-3.3	-11.6	0.98	1.1	-8.4	13.6
COC(=O)c1ccc(-n2nnnc2SCC(=O)Nc2ccccc2C(=O)OC)cc1	-1.1	86.7	-0.455	94.0	14.9	1.1	0.67	1	-4.6	12.3
COc1ccc(C(=O)OCC(=O)NCc2ccccc2)c(OC)c1OC	-21.8	102.7	-1.5	104.6	-3.6	21.8	1.14	1.1	-5.1	-3.2
Cc1ccc(S(=O)(=O)/N=C(/Nc2ccccn2)c2ccc(Cl)cc2)cc1	.	102.1	.	101.0	-2.3	.	1.42	1	-1.5	4.6
CC(NC(=O)Cn1c(=O)oc2cc(S(=O)(=O)N3CCCC3)ccc21)c1ccccc1 (stereo unspecified)	-16.6	95.5	.	104.2	5.0	16.6	0.73	1	-2.4	4.0
NC(=O)COC(=O)CNC(=O)c1sc2ccccc2c1Cl	-23.5	98.6	0.373	104.4	0.0	23.5	1.2	0.9	8.1	1.8
Cc1ccc(NC(=O)Cn2ccsc2=N)cc1S(=O)(=O)N(C)C	7.6	91.5	0.673	103.0	9.2	-7.6	1.12	1.1	-5.0	-4.0

As a short view, some entries already given.
SMILES	APP 5UTR inh	STAT1 activator	ROMK mod	STAT3 activator	STAT1 blocker	APP 5'UTR act	NF-kB expr up	FLuc stim CS	FLuc inhib CS	STAT3 inh
CCOC(=O)Cc1csc(/N=C/c2c(O)n(-c3ccc(C)cc3C)c(=O)c3ccccc23)n1	-9.6	101.8	-0.23	107.6	-2.1	9.6	0.42	1.1	-7.0	-6.2
Cc1ccc(CNC(=O)C(=O)NCC2OCCN2S(=O)(=O)c2cccs2)cc1 (stereo unspecified)	0.2	95.5	-1.27	110.2	5.0	-0.2	1.22	1.1	-12.6	-12.0
Cc1ccc2c(Cl)cc(Cl)c(OCC(=O)Nc3cccc(S(=O)(=O)N(C)C)c3)c2n1	0.9	99.7	.	100.6	0.4	-0.9	0.91	1.1	-7.3	2.1
CCOC(=O)CCNC(C(=O)OCC)c1ccccc1 (stereo unspecified)	-6.3	100.2	-0.921	104.5	-0.2	6.3	1.22	1	-2.9	-5.1
CCOc1ccccc1NC(=S)Nc1ncccc1C	-0.2	97.6	.	95.7	2.6	0.2	1.36	1.1	-7.0	4.4
Cn1ncc(Br)c1C(=O)N/N=C/c1cccc(OC2CSC2)c1	-11.4	90.9	-0.525	93.1	10.3	11.4	1.07	1	1.2	11.7
CCOC(=O)c1cnc2c(cnn2C)c1NCCCn1ccnc1	2.1	102.6	-2.94*	101.4	-5.8	-2.1	1.14	1.1	-7.6	3.1
CCOC(=O)c1ccc(NC(=O)CN2C(=O)C(CC)SC(CC)C2=O)cc1 (stereo unspecified)	-2.6	97.6	.	106.1	2.7	2.6	1.25	1	-2.3	-3.9
CCN1C(=O)C(O)(CC(=O)c2ccc(-n3cccc3)cc2)c2ccccc21 (stereo unspecified)	11.6	104.4	.	93.9	-3.3	-11.6	0.98	1.1	-8.4	13.6

Remaining list, next part
SMILES	APP 5UTR inh	STAT1 activator	ROMK mod	STAT3 activator	STAT1 blocker	APP 5'UTR act	NF-kB expr up	FLuc stim CS	FLuc inhib CS	STAT3 inh
CSc1nnc(-c2cccn(Cc3ccccc3)c2=O)o1	-17.9	109.1	0.332	101.5	-12.7	17.9	1.07	1	2.3	-0.3
O=C(N/N=C/c1ccc(-c2cccc([N+](=O)[O-])c2)o1)[C@H]1C[C@@H]1c1ccccc1	22.4	93.0	.	88.5	7.8	-22.4	0.93	1.1	-6.5	16.2
COc1ccc(N2CCN(C(=O)C3=NNC(=O)CC3)CC2)cc1	9.3	99.1	0.147	94.3	1.0	-9.3	1.33	1	-3.4	10.3
COc1ccc(-n2c(=O)cc(N3CCOCC3)[nH]c2=O)cc1	-12.8	99.7	.	98.9	0.3	12.8	1.26	1	-2.7	3.3
Cc1cnc(C(=O)N2CCCC(C(=O)c3cccc(OC(C)C)c3)C2)cn1 (stereo unspecified)	-9.1	100.3	0.388	105.5	-2.2	9.1	0.96	1.1	-5.8	-4.2
Cc1ccccc1C1C(C#N)=C2N=C(N)c3c(sc4c3CCCCC4)N2C2=C1C(=O)CC(C)(C)C2 (stereo unspecified)	-9.7	106.7	-0.367	96.4	-7.5	9.7	0.52	1.1	-5.4	11.8
COc1ccc(S(=O)(=O)n2nc(OC(=O)c3ccncc3)cc2N)cc1	-10.3	100.9	.	.	0.6	10.3	0.98	1	-4.8	.
O=C(Cn1nnc(-c2ccc(Cl)cc2)n1)NCCC1=CCCCC1	-5.7	104.9	.	108.9	-5.3	5.7	1.32	1.1	-5.2	-6.1
CC1=C(Cl)C2=NS(=O)(=O)CCN2C=C1Cl	-3.7	101.5	-0.454	102.8	-2.0	3.7	1.06	1	1.1	2.6
